# Screening results from PubChem BioAssay.
# Pf apPOL block – Pf-apPOL DNA polymerase inhibition; Recombinant Pf-apPOL, molecular beacon fluorescence, 1.5 h; inhibition, % at 10 µM; hit rate 0.25% among 210,000
# mHTT CaM bind – mHTT-calmodulin interaction abrogation; P42858; AlphaScreen His-mHTT/GST-CaM binding, luminescence; inhibition, % at 15 µM; hit rate 3.6% among 190,000; AID 1671202;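 further: 0% = both proteins with DMSO and 100% = one protein alone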
# Target sequence (P42858 whole entry, looked up, stated change not applied): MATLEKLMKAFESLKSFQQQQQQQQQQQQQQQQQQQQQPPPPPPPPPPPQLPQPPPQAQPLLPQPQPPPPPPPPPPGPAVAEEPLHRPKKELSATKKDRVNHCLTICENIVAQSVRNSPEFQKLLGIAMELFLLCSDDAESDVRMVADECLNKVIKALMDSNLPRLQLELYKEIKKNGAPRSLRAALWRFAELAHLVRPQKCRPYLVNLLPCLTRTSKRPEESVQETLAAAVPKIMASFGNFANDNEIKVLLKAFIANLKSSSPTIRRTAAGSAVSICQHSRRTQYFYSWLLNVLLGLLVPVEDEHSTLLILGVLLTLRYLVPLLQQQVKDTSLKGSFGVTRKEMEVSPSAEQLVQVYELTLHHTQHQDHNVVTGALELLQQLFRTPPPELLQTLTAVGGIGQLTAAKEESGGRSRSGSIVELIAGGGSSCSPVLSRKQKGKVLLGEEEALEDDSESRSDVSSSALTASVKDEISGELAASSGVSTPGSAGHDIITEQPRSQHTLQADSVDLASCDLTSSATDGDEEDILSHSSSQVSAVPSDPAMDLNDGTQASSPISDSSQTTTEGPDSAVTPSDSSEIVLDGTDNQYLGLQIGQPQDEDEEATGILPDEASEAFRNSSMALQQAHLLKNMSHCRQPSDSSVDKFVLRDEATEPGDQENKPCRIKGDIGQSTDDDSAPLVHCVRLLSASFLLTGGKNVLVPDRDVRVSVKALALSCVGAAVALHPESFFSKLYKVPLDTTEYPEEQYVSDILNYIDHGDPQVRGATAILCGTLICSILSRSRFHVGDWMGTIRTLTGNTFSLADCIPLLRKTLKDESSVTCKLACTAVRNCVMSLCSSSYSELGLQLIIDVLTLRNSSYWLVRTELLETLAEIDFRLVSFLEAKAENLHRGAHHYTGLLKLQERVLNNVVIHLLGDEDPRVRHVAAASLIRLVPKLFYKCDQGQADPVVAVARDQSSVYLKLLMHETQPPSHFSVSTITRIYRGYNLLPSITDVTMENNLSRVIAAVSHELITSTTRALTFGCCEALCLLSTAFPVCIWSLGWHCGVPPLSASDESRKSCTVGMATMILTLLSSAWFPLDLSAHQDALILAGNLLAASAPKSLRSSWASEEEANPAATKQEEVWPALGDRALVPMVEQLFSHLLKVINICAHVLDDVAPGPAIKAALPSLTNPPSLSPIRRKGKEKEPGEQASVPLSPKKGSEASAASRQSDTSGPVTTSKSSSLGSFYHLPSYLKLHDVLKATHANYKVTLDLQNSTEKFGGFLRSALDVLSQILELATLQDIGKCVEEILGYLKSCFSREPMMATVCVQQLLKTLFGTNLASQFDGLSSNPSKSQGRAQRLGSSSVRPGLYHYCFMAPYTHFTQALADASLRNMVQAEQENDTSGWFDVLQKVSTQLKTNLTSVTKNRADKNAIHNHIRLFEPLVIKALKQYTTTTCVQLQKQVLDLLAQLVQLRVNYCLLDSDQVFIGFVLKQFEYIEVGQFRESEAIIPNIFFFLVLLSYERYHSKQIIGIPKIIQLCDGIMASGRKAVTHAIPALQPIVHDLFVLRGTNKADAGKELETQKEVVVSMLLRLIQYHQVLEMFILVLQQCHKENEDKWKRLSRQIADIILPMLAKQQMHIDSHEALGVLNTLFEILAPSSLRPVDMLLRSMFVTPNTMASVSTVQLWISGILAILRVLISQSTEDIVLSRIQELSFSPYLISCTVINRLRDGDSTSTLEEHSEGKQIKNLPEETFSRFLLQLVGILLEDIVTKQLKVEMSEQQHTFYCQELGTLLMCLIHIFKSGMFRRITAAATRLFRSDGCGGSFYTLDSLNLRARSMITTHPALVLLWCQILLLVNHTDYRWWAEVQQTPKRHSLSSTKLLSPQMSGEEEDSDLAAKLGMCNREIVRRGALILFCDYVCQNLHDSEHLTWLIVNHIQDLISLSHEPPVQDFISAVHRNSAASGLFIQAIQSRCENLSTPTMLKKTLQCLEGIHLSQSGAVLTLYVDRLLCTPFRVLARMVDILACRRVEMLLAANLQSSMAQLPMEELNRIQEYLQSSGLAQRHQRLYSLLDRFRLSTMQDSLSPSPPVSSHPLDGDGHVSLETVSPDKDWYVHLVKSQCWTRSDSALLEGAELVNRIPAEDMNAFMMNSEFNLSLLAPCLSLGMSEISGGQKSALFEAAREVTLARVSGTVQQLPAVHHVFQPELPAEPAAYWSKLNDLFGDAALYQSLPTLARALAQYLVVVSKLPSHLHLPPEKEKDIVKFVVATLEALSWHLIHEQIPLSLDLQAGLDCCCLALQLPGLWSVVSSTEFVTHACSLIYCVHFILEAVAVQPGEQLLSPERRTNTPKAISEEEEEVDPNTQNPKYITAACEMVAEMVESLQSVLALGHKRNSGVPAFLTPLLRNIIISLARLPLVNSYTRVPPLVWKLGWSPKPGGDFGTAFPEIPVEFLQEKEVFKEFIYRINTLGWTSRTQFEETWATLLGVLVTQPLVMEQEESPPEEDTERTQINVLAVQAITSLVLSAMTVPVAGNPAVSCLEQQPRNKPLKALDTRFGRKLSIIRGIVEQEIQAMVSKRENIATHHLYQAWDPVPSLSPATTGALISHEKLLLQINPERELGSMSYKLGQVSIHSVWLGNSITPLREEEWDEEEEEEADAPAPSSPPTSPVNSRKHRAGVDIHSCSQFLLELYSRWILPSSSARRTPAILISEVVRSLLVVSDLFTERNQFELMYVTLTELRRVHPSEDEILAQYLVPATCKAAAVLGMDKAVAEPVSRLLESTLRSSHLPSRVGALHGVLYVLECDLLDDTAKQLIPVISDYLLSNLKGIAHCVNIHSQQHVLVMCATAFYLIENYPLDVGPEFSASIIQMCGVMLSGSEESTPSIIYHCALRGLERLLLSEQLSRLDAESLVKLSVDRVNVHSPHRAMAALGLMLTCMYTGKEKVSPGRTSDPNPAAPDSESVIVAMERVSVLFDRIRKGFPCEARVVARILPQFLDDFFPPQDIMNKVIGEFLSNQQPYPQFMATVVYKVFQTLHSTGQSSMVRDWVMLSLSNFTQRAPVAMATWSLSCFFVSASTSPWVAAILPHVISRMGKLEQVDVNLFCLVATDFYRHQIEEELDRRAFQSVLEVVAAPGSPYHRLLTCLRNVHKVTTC
# * marks the source's active call; other numbers are inactive results; i = inactive; / = not tested or not shown; & = joins results of further samples; ! = not active in a repeat. No stated cut-off is given here; in the data, active means inhibition above about 50%; inactive means the rest. These rows are one share of the data. The share of hits here may be higher or lower than overall.
SMILES,Pf apPOL block,mHTT CaM bind
Cc1ccc(S(=O)(=O)C2(C(=O)NC(C)(C)C)CC2)cc1,-6,-4
COc1ccc(C(=O)Nc2ccc(NC(=O)c3cccs3)cc2)cc1Br,-4,-4
Cc1cc(C)cc(C(=O)Nc2c3c(nn2-c2ccc([N+](=O)[O-])cc2)CSC3)c1,-9,30
COc1cc(OC)c(NC(=O)CC(=O)Nc2cc(Cl)c(OC)cc2OC)cc1Cl,2,15
COc1ccc(OC)c(NC(=O)CCCc2ccccc2)c1,-8,-5
O=C(Nc1cccc2c1CCCC2)c1cccc([N+](=O)[O-])c1,2,3
COc1cccc(NC(=O)CC2SC(=N)NC2=O)c1 (stereo unspecified),-6,-2
COc1ccc(NC(=O)c2ccc(Cl)c(N3C(=O)CCS3(=O)=O)c2)c(OC)c1,-10,15
COc1ccc(C=C2Oc3cc(OC(C)=O)ccc3C2=O)c(OC)c1OC,-4,16
Cc1nc(S(=O)(=O)Nc2ccc(S(=O)(=O)N3CCOCC3)cc2)cn1C,-24,/
Cc1nnc(-c2ccc3ccn(CC(=O)Nc4ccccc4C)c3c2)o1,6,8
CC(C(=O)Nc1cccnc1)N(c1ccc(Oc2ccccc2)cc1)S(C)(=O)=O (stereo unspecified),3,-2
Cc1c(Cl)c([N+](=O)[O-])nn1CC(=O)Nc1cc(Oc2ccccc2)cc(Oc2cccnc2)c1,-4,32
COC(=O)c1cc(Nc2ccccc2)c2cccc(OC)c2n1,27,-10
COc1ccc(OC)c(C2C3=C(CCCC3=O)Nc3ccc4ncccc4c32)c1 (stereo unspecified),-4,1
Cc1cccc(C2=N/C(=C/c3cc(Br)ccc3F)C(=O)O2)c1,2,3
O=C(COc1ccc(Br)cc1Cl)Nc1ccc(F)cc1F,-5,-2
COc1ccc(S(=O)(=O)n2nnc3ccccc32)cc1,-6,-2
CCOc1ccccc1NC(=O)CCS(=O)(=O)c1ccc(Br)s1,-5,-8
COc1ccc(C=C2Oc3c(ccc(OC(C)=O)c3C)C2=O)cc1OC,-4,23
CCOC(CNC(=O)c1cnn2c(C)c(Cc3ccccc3Br)c(C)nc12)OCC,-16,-5
CC(=O)c1ccc(Cl)c(N=Cc2cc(Br)cc(Br)c2O)c1,9,/
Brc1ccc(C2=CC(c3ccco3)n3ncnc3N2)cc1 (stereo unspecified),5,15
O=C1OC(Nc2ccccc2C(F)(F)F)c2ccccc21 (stereo unspecified),-5,-5
NC(=O)CC1Sc2ccccc2NC1=O (stereo unspecified),-3,-1

# Filtered by structure: those above containing bromine
SMILES,Pf apPOL block,mHTT CaM bind
COc1ccc(C(=O)Nc2ccc(NC(=O)c3cccs3)cc2)cc1Br,-4,-4
Cc1cccc(C2=N/C(=C/c3cc(Br)ccc3F)C(=O)O2)c1,2,3
O=C(COc1ccc(Br)cc1Cl)Nc1ccc(F)cc1F,-5,-2
CCOc1ccccc1NC(=O)CCS(=O)(=O)c1ccc(Br)s1,-5,-8
CCOC(CNC(=O)c1cnn2c(C)c(Cc3ccccc3Br)c(C)nc12)OCC,-16,-5
CC(=O)c1ccc(Cl)c(N=Cc2cc(Br)cc(Br)c2O)c1,9,/
Brc1ccc(C2=CC(c3ccco3)n3ncnc3N2)cc1 (stereo unspecified),5,15

# Not a retest: an excerpt of the list.
SMILES,Pf apPOL block,mHTT CaM bind
Cc1ccc(S(=O)(=O)C2(C(=O)NC(C)(C)C)CC2)cc1,-6,-4
COc1ccc(C(=O)Nc2ccc(NC(=O)c3cccs3)cc2)cc1Br,-4,-4

# Continuation.
SMILES,Pf apPOL block,mHTT CaM bind
Cc1cc(OCc2cn3cccnc3n2)ccc1Cl,-7,13
O=C(O)COc1ccc2oc3c(c2c1)CCCC3,-3,2
CC1CC(C)CN(S(=O)(=O)c2ccc(C(=O)Nc3cc(C(F)(F)F)ccc3Cl)cc2)C1 (stereo unspecified),1,-14
CCCC1CCC2(CC1)CC[C@H]2OC(=O)Nc1ccc(C)cc1 (stereo partly specified),-4,-63
Cc1cc([N+](=O)[O-])nn1CC(=O)N1CCCc2ccccc21,6,-1
Cc1ccccc1Cn1cc(CN2[C@H](CC(C)C)COc3cc(Br)ccc3S2(=O)=O)nn1,-4,-8
COc1cc(C)c2c(c1)OC(=Cc1ccc(OC)c(OC)c1OC)C2=O,-5,-3
COc1ccc(C2=N/C(=C\c3cc(Br)ccc3OC)C(=O)O2)cc1Br,-1,4
COc1cc(-c2nc(C=Nc3ccc(C)cc3)c(O)o2)cc(OC)c1OC,-4,27
CC(=O)N1CCc2cc(Br)cc(S(=O)(=O)CCC(=O)N3CCCC(C)C3)c21 (stereo unspecified),-4,1
CC(=O)N1CCN(C(=O)c2ccc(N3CCNC(c4ccccc4)C3)nc2)CC1 (stereo unspecified),1,0
COc1ccc(-c2csc(NC(=O)c3cccs3)n2)cc1,-5,3
CC1CCN(C(=O)CSc2nc3c(c(=O)n2-c2ccc(Cl)cc2)SCC3)CC1,2,2
O=C(Nc1cccc([N+](=O)[O-])c1)c1ccc(Br)o1,3,2
COCCN1C(=O)C(=O)C(=C(O)c2ccccc2)C1c1cccc(F)c1 (stereo unspecified),4,6
CCc1ccc(S(=O)(=O)n2c(C)nc3ccccc32)cc1,2,-12
O=C(O)c1cc(Cl)c(Cl)cc1C(=O)Nc1cccnc1,55*,-5
CC(C)N1CCC2=C(C1)C1(C(=O)Nc3ccccc31)C(C#N)(C#N)C(N)=C2C#N (stereo unspecified),-7,0
COc1ccc(-c2cc3nc4c(c(=O)n3[nH]2)CCN(C(=O)NCc2ccco2)C4)cc1,-4,13
Oc1ccc(I)nc1CCc1ccccc1,2,-12
COc1ccc(C(CC#N)C2CCOC(C)(C)C2)cc1 (stereo unspecified),-3&1,-11&-10
Cc1ccc(C)c(CSc2nc3nc(C)cc(C)n3n2)c1,-9,10
COc1cccc(CCC(=O)N2CCC(c3nc(C(=O)N4CCOCC4)c(C)o3)CC2)c1,-2,25
Cc1ccccc1OCC(=O)Nc1ncc(Cc2ccccc2Cl)s1,-7,3
N/C(=N\OC(=O)COc1ccc(Cl)cc1Cl)c1ccncc1,1,i
# Additional records follow:
SMILES,Pf apPOL block,mHTT CaM bind
C#CCSc1nc2ccccc2c(=O)n1Cc1ccccc1,-7,-4
Cc1cc(Cl)cc2c3c([nH]c12)CCC(NC(=O)C1CCCC1)C3 (stereo unspecified),-4,49
COc1cccc(NC(=O)Cn2cc(-c3nnc(-c4ccco4)o3)c3ccccc32)c1,-2,-1
O=C1CSC(c2cccc(Br)c2)N1c1ccc(I)cc1 (stereo unspecified),-3,-28
Cc1cc(C)nc(Sc2ncnc(N)c2[N+](=O)[O-])n1,0,-8
Cc1cccc(N2CCN(Cc3cccs3)CC2)c1C,6,-10
Cc1cc(C)cc(-n2ccnc2SCC(=O)Nc2ccccc2C(F)(F)F)c1,-6,33
O=C(c1ccc2ccccc2n1)N1CCC(CCOCc2cccc(F)c2)CC1,-7,5
Cc1cc([N+](=O)[O-])ccc1NC(NC(=O)c1cccs1)C(=O)c1ccccc1 (stereo unspecified),3,0
C/C(Cl)=C\CN1C(=O)C2CC=C(Cl)CC2C1=O (stereo unspecified),-11,-9
CC1CN(C)CC(C)C1=O (stereo unspecified),/,-7
Cc1ccc(/C(N)=N/OC(=O)c2ccc3c(c2)OCO3)cc1,-3,i
Cc1ccc(S(=O)(=O)N2CCc3nc(NC(=O)C4CCCCC4)sc3C2)cc1,-2,23
CC(C)Cc1nc2n[nH]c(N)c2c2c1CCCC2,/,-6
O=C(CN1C(=O)CCC1=O)NCC1(O)CCc2ccccc21 (stereo unspecified),-7,-9
CC(C)(C)c1[nH]nc2c1C(c1ccccc1F)C(C#N)=C(N)O2 (stereo unspecified),-3,4
CC(C)c1cc(C2CCCN2C(=O)c2cccc(F)c2)on1 (stereo unspecified),1,3
O=C(CSc1ccc(-n2ccnc2)nn1)NCc1cccs1,-8,-10
CC(C)c1cc(C2CCCN2C(=O)c2cc(-c3ccc4c(c3)OCO4)on2)on1 (stereo unspecified),-6,-2
O=C(O)c1ccc(NS(=O)(=O)c2cccc(C(=O)Nc3ccc([N+](=O)[O-])cc3)c2)cc1,1,10
CCCCC(NC(C)=O)C(=O)O (stereo unspecified),4,/
CC(C)(C)n1nc2c(c1NC(=O)CCC1CCCCC1)CS(=O)(=O)C2,-9,5
O=C(CCc1cc2ccccc2[nH]c1=O)N1CCOCC1,-4,-12
CC(CCc1ccccc1)NC(=O)c1csc2c1CCCC2 (stereo unspecified),0,-9
CCC(=O)Nc1cccc(-c2noc(C3CCCN(C(=O)c4ccc(Cl)cc4)C3)n2)c1 (stereo unspecified),-4,11
# Carrying on:
SMILES,Pf apPOL block,mHTT CaM bind
O=C(c1cccnc1N1CCNC(c2ccccc2)C1)N1CCCCC1 (stereo unspecified),0,4
COc1cc(/C=C2/SC(=Nc3ccccc3Cl)NC2=O)cc(OC)c1,4,5
CCN1C(=O)Cc2cc(NC(=O)c3cc(-c4ccccc4)nn3C)ccc21,1,26
COc1ccc(NC2=C(N(C)C)C(=O)c3ccccc3C2=O)cc1,-5,63*
O=C(Cc1ccccc1)N1CCNCC1,-7,-7
CC(=O)Nc1ccc(Nc2nc(C)nc(Nc3ccc(NC(C)=O)cc3)c2[N+](=O)[O-])cc1,-6,-2
COCCCNC(=O)C1(C)CCC(=O)N1c1ccc(F)cc1C (stereo unspecified),-2,-1
CCOC(=O)N1CCN(Cc2ccc(F)c(Br)c2)CC1,2,-2
O=[N+]([O-])c1cc(CN2CCC(c3ccccc3)C2)c(O)c2ncccc12 (stereo unspecified),-1,100*
COc1ccc(C2(CNC(=O)c3ccc(OC)cc3OC)CCOCC2)cc1,-2,2
Cc1ccccc1OCC(=O)NCC1CCCO1 (stereo unspecified),3,2
Cc1cccc(C(=O)N2CCc3nc(-c4ccccc4)ncc3C2)c1,-2,-4
O=C(CN1CCC(c2nc(-c3ccccc3Cl)no2)CC1)Nc1ccccc1,-2,10
O=C(CCC(C(=O)O)N1C(=O)c2ccccc2C1=O)Nc1ccc2c(c1)COCO2 (stereo unspecified),0,/
c1ccc(C2=NNC(c3ccccc3)=NN2)cc1,99*!,24
CCOC(=O)CN1CC23C=CC(O2)C(C(=O)O)C3C1=O (stereo unspecified),-1,-1
Cc1ccc(Cl)c(NC(=O)c2[nH]c3cc(C)sc3c2CN(C)C)c1,0,8
CC1OC(Nc2ccc(Cl)c([N+](=O)[O-])c2)C(O)C(O)C1O (stereo unspecified),-1,-5
CSc1ccc(CN2CCSCC2)cc1,-3,21
COCCN1CC(C(=O)NCc2ccc(F)cc2F)CC1=O (stereo unspecified),-1,0
CC(C)CC(C(=O)Nc1nccs1)N1C(=O)c2ccccc2C1=O (stereo unspecified),9,10
Cc1ccc(N2CCC(NC(=O)c3n[nH]c4ccccc34)C2=O)cc1C (stereo unspecified),-2,-7
Cc1cccc(NC(=O)C2CCN(S(=O)(=O)c3ccc(F)cc3)CC2)c1C,-6,-2

# Compounds shown so far that have a COOH group:
SMILES,Pf apPOL block,mHTT CaM bind
O=C(O)COc1ccc2oc3c(c2c1)CCCC3,-3,2
O=C(O)c1cc(Cl)c(Cl)cc1C(=O)Nc1cccnc1,55*,-5
O=C(O)c1ccc(NS(=O)(=O)c2cccc(C(=O)Nc3ccc([N+](=O)[O-])cc3)c2)cc1,1,10
CCCCC(NC(C)=O)C(=O)O (stereo unspecified),4,/
O=C(CCC(C(=O)O)N1C(=O)c2ccccc2C1=O)Nc1ccc2c(c1)COCO2 (stereo unspecified),0,/
CCOC(=O)CN1CC23C=CC(O2)C(C(=O)O)C3C1=O (stereo unspecified),-1,-1
